# Source: PubChem BioAssay (several laboratories)
# RGS4 pot: RGS4 potentiation or activation; HEK293 M3R/inducible RGS4, carbachol calcium flux Fluo4; stronger effect = lower value; B-score at 10 µM; actives 0.92% (n = 310,000);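 active = B-score of the integrated calcium signal more than 4 SD below the library mean, with starting fluorescence not abnormally high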;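 note: negative B-score means reduced calcium response which marks RGS4 activation or potentiation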
#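 Reagent: ECmax carbachol challenge; Test system: M3R-expressing HEK293 line, RGS4 induced by doxycycline; Schedule: overnight RGS4 induction, 30 min dye load 37 °C, 20 min compound RT; Detection: calcium dye Fluo4 fluorescence; Read-out: Agonist-evoked peak-minus-minimum fluorescence over baseline, integrated ratio, B score.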
# hERG rescue: hERG (human) protection from proarrhythmic block; CHO-hERG, FluxOR thallium flux, dofetilide IC70 present; activation (rescue from dofetilide block), less the hit threshold, % at 10 µM; Q12809; AID 1511; actives 0.51% (n = 310,000);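 active = activation above the mean of controls blocked by dofetilide plus 5 SD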;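 note: thallium influx through hERG after potassium depolarization seen as dye fluorescence rise; in these data hits start at about 4.7%; inactives centre near -7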
# KCNQ1 act: potentiates or activates the human KCNQ1 potassium channel; P51787; AID 2648; CHO-K1 KCNQ1, thallium flux FluxOR fluorescence; stronger effect = higher value; B-score at 10 µM; actives 0.35% (n = 310,000);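 active = fluorescence ratio B-score, a plate-corrected score, at least three library SD, with initial intensity B-score within 5 SD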
#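 Medium – assay buffer, equal DMSO in all wells · Material – CHO-K1 cell line with stable KCNQ1 potassium channel expression · Signal – kinetic FluxOR thallium fluorescence, 10-s 1-Hz baseline, 110-s post-stimulus read · Compound – single concentration per compound, DMSO matched to controls · Schedule – 37 °C overnight plating, 90-min dark dye load, 20-min compound pretreatment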
# KCNK9 inh: inhibitors of human KCNK9 two-pore domain potassium channel. actives 1.2% (n = 310,000). Q9NPC2. B-score at 10 µM. HEK293 KCNK9, FluxOR thallium flux fluorescence; stronger effect = lower value;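 active = ratio B-score over 3 SD below the library mean, with starting fluorescence within 5 SD of its mean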;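 note: negative B-score means less thallium flux so channel inhibition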
# Target sequence (Q9NPC2 whole entry, looked up, the tested form may be a part): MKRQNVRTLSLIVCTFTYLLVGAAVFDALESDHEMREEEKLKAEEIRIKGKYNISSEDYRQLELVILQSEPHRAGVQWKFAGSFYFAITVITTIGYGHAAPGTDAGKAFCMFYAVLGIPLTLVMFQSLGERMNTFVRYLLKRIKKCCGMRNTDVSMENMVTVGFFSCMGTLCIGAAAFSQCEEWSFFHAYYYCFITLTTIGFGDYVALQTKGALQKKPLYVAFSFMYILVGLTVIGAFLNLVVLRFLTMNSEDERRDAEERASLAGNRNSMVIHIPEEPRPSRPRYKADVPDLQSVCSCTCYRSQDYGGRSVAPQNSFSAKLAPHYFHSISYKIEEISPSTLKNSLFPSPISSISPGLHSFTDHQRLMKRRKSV
# KCNK3 block: human KCNK3 channel inhibition, primary screen; actives 0.84% (n = 340,000); O14649; AID 602410; CHO-KCNK3 thallium flux, FluxOR fluorescence; stronger effect = lower value; B-score at 10 µM;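 active = B-score under library mean minus 4 SD, starting fluorescence ratio at most library mean plus 5 SD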;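 note: more negative B-score means stronger inhibition of thallium flux through KCNK3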
# Target sequence (O14649 whole entry, looked up): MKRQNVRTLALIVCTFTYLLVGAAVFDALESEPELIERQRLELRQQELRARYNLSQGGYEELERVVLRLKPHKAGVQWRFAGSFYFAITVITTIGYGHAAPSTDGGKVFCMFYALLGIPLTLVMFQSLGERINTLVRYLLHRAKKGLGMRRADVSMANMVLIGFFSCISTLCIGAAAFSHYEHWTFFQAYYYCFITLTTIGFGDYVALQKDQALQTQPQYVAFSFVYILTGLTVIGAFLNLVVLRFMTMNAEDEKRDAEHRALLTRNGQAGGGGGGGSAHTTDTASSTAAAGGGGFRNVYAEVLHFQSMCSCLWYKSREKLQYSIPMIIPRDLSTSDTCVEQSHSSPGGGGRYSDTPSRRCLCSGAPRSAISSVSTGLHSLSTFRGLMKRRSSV
# RGS4 block: human RGS4 inhibition; P49798; HEK293 M3R/RGS4 inducible, Fluo-4 calcium flux; stronger effect = higher value; triggered by carbachol at its EC20; B-score at 10 µM; actives 0.45% (n = 310,000); AID 463165;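 active = B-score, a plate-corrected calcium signal, over three deviations above library mean, with baseline fluorescence within five deviations of library mean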;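 note: RGS4 expression induced by doxycycline in cells with stable M3 receptor; B-score is computed from the integrated fluorescence ratio over baseline after carbachol; higher B-score means a larger calcium signal and so more RGS4 inhibition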
# Target sequence (P49798 whole entry, looked up): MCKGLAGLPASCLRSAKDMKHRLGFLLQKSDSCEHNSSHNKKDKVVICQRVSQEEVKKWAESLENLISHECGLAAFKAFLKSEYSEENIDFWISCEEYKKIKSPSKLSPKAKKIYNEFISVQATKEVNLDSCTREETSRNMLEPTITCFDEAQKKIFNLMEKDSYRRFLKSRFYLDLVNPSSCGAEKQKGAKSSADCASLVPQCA
# SKKanGAS inh: inhibitors of SKKanGAS S. pyogenes growth in kanamycin (SK-promoter or general growth effect); BacTiter-Glo, 6 h; inhibition, % at 7.5 µM; actives 1.3% (n = 300,000); AID 1662;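 active = mean replicate score, as percent of positive control median, at least 50; inconclusive = mean below 50 but one replicate at or above 50; inactive = mean and every replicate below 50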;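 note: strain carries kanamycin resistance gene driven by streptokinase promoter and grows in 40 µg/ml kanamycin; loss of luminescence reflects streptokinase promoter inhibition or plain growth inhibition; 0% = median of DMSO wells and 100% = positive control at its reference dose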
# HDAC3 inh: blocks human histone deacetylase 3. recombinant HDAC3, fluorogenic peptide/trypsin coupled, fluorescence. actives 0.15% (n = 320,000). inhibition, % at 8.3 µM. AID 2718. O15379; in the data active = inhibition above about 26%, passing the limit was not always enough; inconclusive = no clear call, values can overlap the other calls
# TMEM16A inh: blocks the mouse calcium-activated chloride channel TMEM16A; Q8BHY3; HEK293 TMEM16A/YFP iodide influx fluorescence, ionomycin; normalized B-score (activity score, 25-100; higher = stronger inhibition) at 10 µM; actives 1.2% (n = 310,000);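 active = ratio plate-corrected score three or more library SD toward inhibition, starting fluorescence score within five deviations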;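 note: score derived from kinetic fluorescence span divided by baseline fluorescence per well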
# KCNQ1 inh: inhibitors of human KCNQ1 potassium channel; P51787; CHO-K1 KCNQ1, FluxOR thallium flux fluorescence; stronger effect = higher value; B-score at 10 µM; actives 1.3% (n = 310,000); AID 2642;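 active = compounds whose thallium flux B-score, printed positive for inhibition, exceeds three library SD while starting fluorescence stays within three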;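 note: channel opened by potassium depolarization with thallium stimulus after 20 min compound exposure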
# ANO1 activ: activates or potentiates the mouse TMEM16A chloride channel; HEK293 TMEM16A/YFP-H148Q/I152L, iodide quench fluorescence; stronger effect = lower value; Q8BHY3; actives 0.3% (n = 340,000); B-score at 10 µM;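 active = fluorescence-ratio B-score plate-corrected deviation score at least 3 library SD below zero, with starting fluorescence score within 5 deviations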;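 note: channel opened by trigger with iodide after compound preincubation; score built on the fluorescence ratio of max minus min over baseline; more negative score means more quench and so TMEM16A activation or potentiation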
# Starred values were filed as active, the others as inactive; i = inactive; u = inconclusive; x = no result given.
# Order of results – RGS4 pot	hERG rescue	KCNQ1 act	KCNK9 inh	KCNK3 block	RGS4 block	SKKanGAS inh	HDAC3 inh	TMEM16A inh	KCNQ1 inh	ANO1 activ
> Cc1ccc(Nc2c(-c3ccc(C)o3)nc3cnccn23)cc1
→ i	-5	i	i	i	i	-1	-1	i	i	i
> O=C(CN1C(=O)NC2(CCCC2)C1=O)Nc1cc(Cl)ccc1N1CCOCC1
→ i	-20	i	i	i	i	1	12	i	i	i
> CC1(C)CC(=O)c2sc(NS(=O)(=O)c3ccc(Br)cc3)nc2C1
→ i	-14	i	i	i	i	x	4	i	i	i
> Cc1cc2c(cc1S(=O)(=O)Nc1cccc(F)c1C)NC(=O)CO2
→ i	-3	i	i	i	i	-6	5	i	i	i
> O=C(Nc1ccc(Cl)cc1Cl)NC1CCCC1
→ i	-13	i	i	i	i	5	3	i	i	i
> CCOC(=O)CN1C(=O)CSc2ccc(S(=O)(=O)N3CCCC3)cc21
→ i	-10	i	i	i	i	6	-2	i	i	i
> Cc1cc(C)c2c(n1)nn1c(N3CCN(c4ccccc4)CC3)cc(C)nc21
→ i	-9	i	i	i	i	13	0	i	i	i
> CC(=O)c1ccc(OC(=O)c2cccs2)cc1
→ i	-9	i	i	i	i	7	u	i	i	i
> N#Cc1nc(COc2ccccc2Cl)oc1N1CCCC1
→ i	-4	i	i	i	i	7	3	i	i	i
> CC(=O)N1CCN(C(=O)c2oc3ccccc3c2C)CC1
→ i	-12	i	i	i	i	6	-3	i	i	i
> CC(C)(C(N)=O)N1CCN(c2ncc(C(F)(F)F)cc2Cl)CC1
→ i	-7	i	i	i	i	-1	4	i	i	i
> O=C1COc2ccc(C(=O)CCl)cc2N1
→ i	-9	i	i	i	13*	9	1	i	i	i
> COc1ccc([N+](=O)[O-])cc1NC(=O)CCS(=O)(=O)c1ccc(Br)cc1
→ i	1	i	i	i	i	-5	2	i	i	i
> O=C(OCCOc1ccc(Br)cc1)c1ccc(Cl)c(S(=O)(=O)N2CCOCC2)c1
→ i	-14	i	i	i	i	-6	9	i	i	i
> O=C(OCC(=O)N1CCN(C(=O)c2ccco2)CC1)c1ccccc1Cc1ccccc1
→ i	-6	i	i	i	i	-4	x	i	i	i
> NNC(=O)c1cc2ccccc2cc1O
→ i	-3	i	i	i	i	8	-4	i	i	i
> COc1ccc(Cl)cc1NC(=S)N(CCCN1CCOCC1)Cc1cn(C)c2ccccc12
→ i	-4	i	i	i	i	5	17	i	i	i
> CCOc1ccc(OCC(=O)Nc2ccc(N3CCCCC3)cc2)cc1
→ i	-8	i	i	i	i	-4	x	i	i	i
> COc1ccc(N2CCN(C(=O)CSc3ncnc4c3cnn4-c3ccccc3C)CC2)cc1
→ i	0	i	i	i	i	-1	-4	i	i	i
> Cc1ccccc1NC(=O)Nc1ccccn1
→ i	-8	i	i	i	i	0	2	i	i	i
> CCCCc1cc(=O)oc2cc(C)cc(OCC(=O)NCCN3CCOCC3)c12
→ i	-5	i	i	i	i	11	-14	i	i	i
> Cc1ccc(-c2nnn(CC(=O)N(c3ccccc3F)C(C(=O)NC3CCCC3)c3ccncc3)n2)o1 (stereo not given)
→ i	-3	i	i	i	i	-6	1	i	i	i
> O=C(Nc1nc2ccc(F)cc2s1)c1cccc(S(=O)(=O)N2CCc3ccccc32)c1
→ i	-6	i	i	i	i	44	1	i	i	i
> NC(=S)N=Nc1c(O)n(Cc2ccccc2)c2ccccc12
→ i	-4	i	i	i	i	3	4	i	i	i
> O=C(CCCn1c(=O)c2sccc2n(CC(=O)NCC2CCCO2)c1=O)NCc1ccco1 (stereo not given)
→ i	-9	i	i	i	i	-16	2	i	i	i
> Cc1ccc(-n2nnnc2Sc2nc([N+](=O)[O-])nn2C)cc1C
→ i	-3	i	i	i	i	9	-3	i	i	i
> COCCn1c(Cc2ccccc2)nnc1SCC(=O)Nc1ccccc1
→ i	-4	i	i	i	i	-5	-2	i	i	i
> COC(=O)[C@H](C)NC(=O)Nc1cc(OC)ccc1OC
→ i	-11	i	i	i	i	4	2	i	i	i
> NS(=O)(=O)c1ccc(NC(=O)CN2CCCCC2)cc1
→ i	-15	i	i	i	i	-3	-4	i	i	i
> Cc1ccccc1SCC(=O)OCC(=O)Nc1ccc(N(C)C)cc1
→ i	-18	i	i	i	i	3	4	i	i	i
> Cc1nc(NC(=O)/C=C/c2ccc(Cl)cc2Cl)sc1C(=O)N(C)C
→ i	-6	i	i	i	i	-8	2	i	i	i
> N=c1c2c(-c3ccccc3)c(-c3ccccc3)n(Cc3ccccc3)c2ncn1CCCn1ccnc1
→ i	-20	i	i	i	i	-8	1	i	i	i
> COc1cccc(NC(=O)c2cc(S(=O)(=O)N3CCc4ccccc43)cn2C)c1
→ i	-10	i	i	i	i	8	-2	i	i	i
> O=C1OC2(CCCC2)OC(=O)C1=Cc1c[nH]c2ccccc12
→ i	-6	i	i	i	i	x	u	i	i	i
> COc1ccc(C2C(C(=O)c3ccco3)=C(O)C(=O)N2CCN2CCOCC2)cc1 (stereo not given)
→ i	-1	i	i	i	i	0	8	i	i	i
> CCOC(=O)CC(NC(=O)Cn1nnc(-c2ccccc2Cl)n1)c1ccc(OC)cc1 (stereo not given)
→ i	-4	i	i	i	i	-24	0	i	i	i
> Cc1nn(-c2ccc(F)cc2)c2sc(C(=O)O)cc12
→ i	-3	i	i	i	i	32	6	i	i	i
> Cc1ccc(N=C2NC(=O)CC(C(=O)Nc3ccc4c(c3)OCO4)S2)cc1 (stereo not given)
→ i	-6	i	i	i	i	2	-7	i	i	i
> CCc1ccc(N(CC(=O)NC(C)(C)C)C(=O)CCC(=O)Nc2ccccn2)cc1
→ i	-10	i	i	i	i	-4	6	i	i	i
> Cc1ccc(NC(=O)C2C3CCCC2C3c2ccccc2)c(C)c1 (stereo not given)
→ i	-5	i	i	i	i	-2	-10	i	i	i
> CCOc1ccc(NC(=O)CCC(=O)c2ccc(F)cc2)cc1
→ i	0	i	i	i	i	-2	1	i	i	i
> COc1cc(C2C3=C(CC(C)(C)CC3=O)NC3=C2C(=O)c2ccccc23)ccc1O (stereo not given)
→ i	-8	i	i	i	i	18	1	i	i	i
> COc1ccc(OC)c(-c2csc(NC(=O)Cc3cc(OC)c(OC)c(OC)c3)n2)c1
→ i	-5	i	i	i	i	8	3	i	i	i
> CCN(CC(=O)Nc1ccc(NC(C)=O)cc1)C(=O)/C=C/c1cccs1
→ i	-9	i	i	i	i	-36	7	i	i	i
> COc1ccc(NC(=O)CSCc2ccccc2C)cc1
→ i	-7	i	i	i	i	-4	-6	i	i	i
> CCOc1ccccc1NC(=O)CSc1nnc(NC(=O)c2ccco2)s1
→ i	-8	i	i	i	i	6	0	i	i	i
> CCOc1ccc(CCNC(=O)C2=C(C)C(=O)OC23CCCCC3)cc1OCC
→ i	-12	i	i	i	i	1	x	i	i	i
> CC(Sc1nnc(NCc2ccccc2)s1)C(=O)Nc1ccc2c(c1)C(=O)c1ccccc1C2=O (stereo not given)
→ i	-12	i	i	i	i	13	x	i	i	i
> CC1(C)Oc2ccc(C(=O)NNC(=O)Nc3ccccc3)cc2NC1=O
→ i	1	i	i	i	i	3	-3	i	i	i
> CSc1nnc(C)c(/C=C/Nc2ccc(F)cc2F)n1
→ i	-6	i	i	i	i	-1	5	i	i	i

# (continued)
# Order of results – RGS4 pot	hERG rescue	KCNQ1 act	KCNK9 inh	KCNK3 block	RGS4 block	SKKanGAS inh	HDAC3 inh	TMEM16A inh	KCNQ1 inh	ANO1 activ
> CC(C)(C)c1[nH]nc2c1C(c1cccnc1)C(C#N)=C(N)O2 (stereo not given)
→ i	-2	i	i	i	i	3	-2	i	i	i
> CCOc1ccc(C(=O)NC(=S)Nc2cccc(S(=O)(=O)NC3=NCCC3)c2)cc1
→ i	-19	i	i	i	i	-3	2	i	i	i
> COc1ccccc1NS(=O)(=O)c1cc(N2Cc3ccccc3C2=N)ccc1N1CCOCC1
→ i	-20	i	i	i	i	-4	0	i	i	i
> O=C(N/N=C/c1ccc(OC(=O)c2cccc(Br)c2)cc1)c1cccnc1
→ i	-5	i	i	i	i	-11	2	i	i	i
> Cc1ccc(C(=O)NC(C)C2CC3CCC2C3)c(C)c1 (stereo not given)
→ i	-4	i	i	i	i	4	3	i	i	i
> S=C1NC[C@H](CC2CCCCC2)N1CCc1cccc2ccccc12
→ i	-7	i	i	i	i	17	3	i	i	i
> COc1ccccc1NC(=O)C(CCS(C)(=O)=O)N1C(=O)c2ccccc2C1=O (stereo not given)
→ i	-4	i	i	i	i	1	1	i	i	i
> Cc1[nH]n(-c2ccccc2)c(=O)c1N=Nc1ccc(C#N)cc1
→ i	-1	i	i	i	i	-2	-4	i	i	i
> O=C(NNS(=O)(=O)c1ccccc1[N+](=O)[O-])c1cccnc1
→ i	-6	i	i	i	i	-1	8	i	i	i
> CCCCNC(=O)N1CCN(C(=O)c2ccco2)CC1
→ i	-4	i	i	i	i	10	4	i	i	i
> COc1ccc(-c2cc(C(=O)N3CC(C)CC(C)C3)c3ccccc3n2)cc1OC (stereo not given)
→ i	-24	i	i	i	i	28	x	i	i	i
> COc1ccc2c(CC(=O)OCC(=O)N3CCc4ccccc43)coc2c1
→ i	-10	i	i	i	i	-9	3	i	i	i
> CC12CCC(C/C1=N\N=C1\NC(=O)/C(=C\c3cccc(Br)c3)S1)C2(C)C (stereo not given)
→ i	-7	i	i	i	i	104*	0	i	i	i
> COc1ccc(N2CCN(c3oc(-c4ccco4)nc3C#N)CC2)cc1
→ i	-12	i	i	i	i	1	1	i	i	i
> O=C(CNc1ccc2ccccc2c1)N/N=C/c1ccc([N+](=O)[O-])o1
→ i	-6	i	i	i	i	83*	-3	i	i	i
> O=C(CN1CCCCC1)Nc1cccc(Br)c1
→ i	-11	i	i	i	i	-2	-8	i	i	i
> CN1C(=O)c2ccc(C(=O)Nc3ccc4c(c3)OCO4)cc2C1=O
→ i	-12	i	i	i	i	2	x	i	i	i
> COc1cc(OC)cc(C(=O)NCc2ccc3c(c2)cc(C)n3C)c1
→ i	-12	i	i	i	i	-1	7	i	i	i
